High-throughput results as filed in PubChem BioAssay.
Pf Dd2 inh: inhibitors of Plasmodium falciparum Dd2 growth; Potency, µM (doses to about 28.9 µM), inactives show at the highest dose activity, negative = inhibition, most hits filed as inhibitors; 4.3% of 120,000 active; AID 1347417; P. falciparum Dd2 growth, SYBR Green, 72 h; active = well fitted inhibition curve with a large enough effect; inconclusive = small, poorly fitted or top-dose-only effect; inactive = no such curve, though single readings can be large or run the other way;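 note: plate controls were DMSO vehicle for no effect and reference drug for full effect; nearly all actives have a fitted effect of over 65% in size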
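Readout: SYBR Green fluorescence, 485 nm excitation, 535 nm emission, after ~16 h lysis at 37C. Before that, Dd2-infected red cells (2.5% hematocrit) grew 72 h with compound, 29 uM top final concentration.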
The depositor's hits bear a star; i = inactive; ? = inconclusive; [ ] = another dose, or the depositor's remark. Potency is the fitted concentration of half-maximal effect. The list is partial; rates above refer to the full screens.

SMILES	Pf Dd2 inh
Cc1cccc(OCCc2noc(C3CCN(C(=O)NCc4ccccc4)C3)n2)c1 (stereo not given)	i
CC(C)C(=O)NCC(c1ccc2c(c1)OCO2)N1CCN(c2ccccc2F)CC1 (stereo not given)	-13%
O=C1OCC2(CCN([S+](=O)([O-])c3ccccc3F)C2)N1CCN1CCOCC1 (stereo not given)	i
COc1ccc(C2CC(=O)c3cnc4c(-c5ccccc5)c(C)nn4c3C2)cc1OC (stereo not given)	?
C=CCN(Cc1ccccc1OC)C(=O)c1cnc2ccccn12	-16%
CCCCC(=O)Nc1cc(C)c(O)c(-c2nc3ncccc3o2)c1	-3%
CS(=O)(=O)N1CCCN(C(=O)C2CC2)c2ccccc21	5%
CCOCCc1nn2c(=O)cc(COC(=O)Cc3ccccc3)nc2s1	8%
CN(C)c1ccc(C(=O)N2CCC3(CC2)NC(=O)N(c2cccc(F)c2)N3)cc1	?
CCOC(=O)c1c(NC(=O)C2c3ccccc3Oc3ccccc32)sc(C)c1C	?
Cn1cnc(C(=O)NCC(=O)N2CCCCCNC(=O)CC2c2ccccc2)c1 (stereo not given)	?
CCN1CCN(CCN2CC3(CCN(C(=O)[C@H](C)NC)CC3)OC2=O)CC1	-8%
CCc1cccc(C)c1NC(=O)CCS(=O)(=O)c1cc(Br)cc2c1N(C(=O)C1CC1)CC2	-19%
COc1ccc(CN2CCOC[C@H]2c2ncc(C(C)(C)C)[nH]2)cc1	?
CNC(=O)c1cccc(-c2ccccc2COc2ccc(CCOC)cc2)n1	-28%
CC(=O)NC1CCN(Cc2cn(-c3ccc(C)cc3)nc2-c2cccc(C)c2)C1 (stereo not given)	?
CCCCc1ccc(NC(=O)c2cc3c(=O)n4ccccc4nc3n2C)cc1	14%
Fc1cccc(CN2CCC(Cc3nc(-c4ccncc4)n[nH]3)C2)c1 (stereo not given)	i
CCc1cc(=O)n(CC(=O)Nc2cccc(C(C)C)c2)c(N2CCOCC2)n1	?
O=C(C1CCCC1)N1CCOC[C@H](Oc2ccc(C(F)(F)F)cn2)C1	?
CCOc1ccc(C(=O)N2[C@@H]3CC[C@H]2CC(NC(=O)c2cnc(C)cn2)C3)cc1 (stereo not given in full)	-21%
CC1(C)C(=O)N(CCOc2ccccc2)[C@H]2CN(CC3CCOC3)C[C@H]2[S+]1(=O)[O-] (stereo not given in full)	3%[44.1 µM]
CCn1ccc2cc(S(=O)(=O)N3CCC(C(=O)NCc4cccc(C)c4)CC3)ccc21	9%
CCN(CC)C(=O)N1CCCOCCNC(=O)[C@@H]2CCC[C@@H]21	24%
O=C(NCCCc1ccccc1)c1cccc2c1CCN2C(=O)C1CC1	-12%
CCc1ccccc1NC(=O)Cn1c(C(=O)OC)cc2oc(C)cc21	17%
COc1ccc2[nH]c3c(c2c1)CCNC31CCN(C(=O)c2ccc(OC)nc2)CC1	?
C=CCOC(=O)C1=C(C)N(Cc2ccc(F)c(F)c2)C(=O)CC1c1ccccc1Cl (stereo not given)	i
Cc1nn(-c2ccc(Cl)cc2)c2nc(-c3cccnc3)cc(C(F)(F)F)c12	4%
CCc1cnc(N)nc1N1CCC(N2CCOCC2)CC1	-16%
CN(C)S(=O)(=O)N1CCn2nc(CN3CCCOCC3)cc2C1	1%
COc1ncccc1-c1cnc2[nH]cc(CC(N)=O)c2c1	?
COc1ccccc1-c1ncc[nH]1	65%[activator][76.6 µM]
CN1C(=O)Cc2cc(S(=O)(=O)CCC(=O)N3CCN(c4ccc(Cl)cc4)CC3)ccc21	12%
Cc1ccc(NC(=O)Nc2nnc(SCC(=O)N(C(C)C)C(C)C)s2)cc1	-18%
O=C1CO[C@H]2CCN(Cc3ccc(O)cc3)CC[C@@H]2N1c1ccccc1	?
O=C(Nc1ccccc1)N1CCc2c(c3ccccc3n2CC2CC2)C1	-18%
COCCN1C(=O)c2cccn2CC1CNC(=O)c1ccc(F)cc1 (stereo not given)	?
COC[C@H]1C[C@@H](NCc2nccs2)[C@H](O)[C@@H]1O	-6%[44.1 µM]
COc1ccc(-c2ccc3nnc(CNC(=O)c4cccc(OC)c4)n3n2)cc1	i
COCCN1C(=O)[C@H]2CN(Cc3ccccc3C)C[C@H]2C1=O	-23%
Cc1cccc(-n2nc(-c3c(C)nc4scc(CC(=O)NCCc5ccccc5)n4c3=O)cc2C)c1	?
COCCN1CC(C(=O)N2CCC(O)(c3ccc(F)cc3)CC2)CCC1=O (stereo not given)	-15%
CC(=O)N1CCc2cc(Br)cc(S(=O)(=O)N3CCN(c4cccc(C)c4)C(C)C3)c21 (stereo not given)	?
COc1ccc(CN2C(=O)COC[C@H]2C(=O)Nc2ccc(C(C)C)cc2)c(OC)c1	?
COc1cc2c(cc1OCc1ccccc1)N([S+](=O)([O-])c1cn(C)cn1)CC21CCN(C)CC1	?
COC(=O)CNC(=O)c1cc(-c2cnccc2Cl)c2cccn2n1	1%
CCc1ccc(CNC(=O)Cn2nc(C)c3sc(C(C)C)nc3c2=O)cc1	-3%
O=C(NCc1nnc2n1C(C(=O)NCc1ccc(F)cc1)CC2)C1CC1 (stereo not given)	26%
O=C(c1ccc(F)cc1)N1CC[C@H](c2nc3ccc(F)cc3[nH]2)C1	?

Gathered by group, the compounds so far containing an NH in an aromatic ring (6)
SMILES	Pf Dd2 inh
COc1ccc(CN2CCOC[C@H]2c2ncc(C(C)(C)C)[nH]2)cc1	?
Fc1cccc(CN2CCC(Cc3nc(-c4ccncc4)n[nH]3)C2)c1 (stereo not given)	i
COc1ccc2[nH]c3c(c2c1)CCNC31CCN(C(=O)c2ccc(OC)nc2)CC1	?
COc1ncccc1-c1cnc2[nH]cc(CC(N)=O)c2c1	?
COc1ccccc1-c1ncc[nH]1	65%[activator][76.6 µM]
O=C(c1ccc(F)cc1)N1CC[C@H](c2nc3ccc(F)cc3[nH]2)C1	?

Entries listed so far containing an aryl methoxy group (9):
SMILES	Pf Dd2 inh
COc1ccc(C2CC(=O)c3cnc4c(-c5ccccc5)c(C)nn4c3C2)cc1OC (stereo not given)	?
C=CCN(Cc1ccccc1OC)C(=O)c1cnc2ccccn12	-16%
COc1ccc(CN2CCOC[C@H]2c2ncc(C(C)(C)C)[nH]2)cc1	?
COc1ccc2[nH]c3c(c2c1)CCNC31CCN(C(=O)c2ccc(OC)nc2)CC1	?
COc1ncccc1-c1cnc2[nH]cc(CC(N)=O)c2c1	?
COc1ccccc1-c1ncc[nH]1	65%[activator][76.6 µM]
COc1ccc(-c2ccc3nnc(CNC(=O)c4cccc(OC)c4)n3n2)cc1	i
COc1ccc(CN2C(=O)COC[C@H]2C(=O)Nc2ccc(C(C)C)cc2)c(OC)c1	?
COc1cc2c(cc1OCc1ccccc1)N([S+](=O)([O-])c1cn(C)cn1)CC21CCN(C)CC1	?

The results go on.
SMILES	Pf Dd2 inh
COc1cccc(C(=O)Nc2cccc(-c3nnc4n3CCCC4)c2)c1	5.6µM*
Cc1cccc(N2CCN(S(=O)(=O)c3nnc(NC(=O)c4ccc(Cl)cc4)s3)CC2)c1	9%
CCc1ccc(Oc2c(C(F)(F)F)oc3c(CN4CCCC(C)C4)c(O)ccc3c2=O)cc1 (stereo not given)	?
COc1ccc(-c2cccc(NS(=O)(=O)c3cc(C)c(Cl)cc3C)c2)nn1	14%
Cc1cc(F)ccc1NC(=O)CN1C(=O)CCc2cc(S(=O)(=O)N3CCOCC3)ccc21	i
Cc1ccc(C)c(Cn2c(-c3ccc(F)cc3)nc(C)c(CCO)c2=O)c1	i
COc1ccc(-c2cc3nc4c(c(=O)n3[nH]2)CN(C(=O)CCCc2nc3ccccc3s2)CC4)cc1	?
CN1CCC(Cc2ccc(C(=O)O)cc2)CC1	13%
CCNC(=O)N1CC(C(=O)NCc2cccc(F)c2)CC(c2ccc(F)c(C)c2)C1 (stereo not given)	-11%
O=C(C1CCCN1c1nc2ncccc2o1)N1CCCC1 (stereo not given)	-11%[44.1 µM]
CC(C)CNC(=O)Cc1ccc(N(Cc2ccccc2)C(=O)c2ccco2)cc1	-9%
COC1C(=O)N(C2CCN(C(=O)NCc3ccc(C)cc3)CC2)C12CCOCC2 (stereo not given)	-5%
COc1ccc(C2Cn3nnc(-c4noc(COc5ccc(F)cc5)n4)c3CO2)cc1 (stereo not given)	-25%
CCCCc1nn(CC(=O)N2CCNC(=O)C2)c(=O)n1CCc1ccccc1	-18%
Cc1ccc(S(=O)(=O)N2CCC(n3cnnc3C(C)C)CC2)cc1F	i
O=C(NC1CCCCC1)[C@@H]1C[C@@H](O)CN1C1CCN(C(=O)c2ccco2)CC1	-7%
Cc1ccc(-c2cc3c(=O)n(CCNC(=O)c4ccc(Cl)cc4)ccn3n2)c(C)c1	?
c1cnc(N2CCOCC2)c(CNCc2ccc(C3CCCCO3)o2)c1 (stereo not given)	?
CN(C(=O)c1nn(C)c2c1COc1ccccc1-2)c1cccc(C(F)(F)F)c1	11%
COc1ccc(CN2C(=O)c3oc4ccccc4c(=O)c3C2c2ccc(O)cc2)cc1 (stereo not given)	-28%
O=C(c1ccno1)N1C[C@@H](F)[C@@H](OCc2nc3ccc(F)cc3[nH]2)C1	-29%[44.1 µM]
COC[C@@H]1CN(C(=O)c2cc(C)nn2C)C[C@H]1c1ccncc1	-8%
CCC1=C(C(=O)OC)C(c2ccccc2)N2C(CC(=O)N(C)Cc3ccccc3)=CSC2=N1 (stereo not given)	-24%
COCCCn1c(=N)c(C(=O)NC2CCCCC2)cc2c(=O)n3cc(C)ccc3nc21	-6%
CCN(CC)C(=O)CC[C@@H]1CNC(=O)[C@@H]2C[C@H](NCc3cccs3)CN12	17%[44.1 µM]
Cn1nc(C(=O)NCCc2ccc(Cl)cc2)c2c1-c1ccccc1SC2	7%
Cc1cccc(-c2nnc(SCCC(=O)O)o2)c1	63%[activator]
CCCN(C)C(=O)Cc1ccc(N(Cc2ccc(C)cc2)C(=O)c2ccco2)cc1	-7%
CCC1c2nccn2CCCN1C(=O)c1ccc(OC)nc1OC (stereo not given)	?
CCCNC1CNC1	1%[115 µM]
COc1ccc(C)cc1NC(=O)N1CCC(OC2CCN(S(C)(=O)=O)CC2)CC1	14%
Cc1ccc(OCc2nc(C3CN(C(=O)c4n[nH]c5ccccc45)C3)no2)cc1	?
CC(=O)NC[C@H]1Cn2c(-c3ccc4c(c3)OCCO4)cnc2CO1	?
CN1CCN(C[C@@H]2CN(C(=O)CCc3c[nH]c4ccccc34)C[C@@H]2CO)CC1	-17%
COc1ccc(NC(=O)c2cc(C(C)=O)n3ccccc23)cc1Cl	?
O=C(NC1CCC(O)CC1)c1ccc(-c2ncc3cnc(-c4ccccc4)cn23)cc1 (stereo not given)	-12%[44.1 µM]
CCN1CCN(c2nc3c(s2)CN(C(=O)c2ccccn2)CC3)CC1	-15%
Cc1ccc(S(=O)(=O)N2CC(c3nc(-c4ccncc4)no3)C2)cc1	-22%
Cc1cc(O)c(C(c2ccccc2)N2CCN(C)CC2)c(=O)n1Cc1ccco1 (stereo not given)	50%[activator]
O=C(Cc1cccc(F)c1)Nc1cnc(-c2cccnc2)nc1	?
O=C(C1CCC(Cn2c(=O)c3sccc3n(Cc3ccccc3)c2=O)CC1)N1CCCCC1 (stereo not given)	?
Cc1cnc(C(=O)NC2C[C@H]3CC[C@@H](C2)N3C(=O)c2cc(C)n(C)n2)cn1 (stereo not given in full)	i
Cc1ccc(S(=O)(=O)N2CCN(C3CCN(Cc4cccnc4)C3=O)CC2)cc1 (stereo not given)	-15%
CCOC(=O)c1ccc(CN(Cc2ccc(F)cc2)S(=O)(=O)c2ccc(F)c(C(=O)Nc3ccccc3C(F)(F)F)c2)cc1	?
O[C@@H]1C[C@@H](c2nc(-c3ccc(OC(F)(F)F)cc3)no2)N(C2CCOCC2)C1	i
Cc1ccccc1C(=O)Nc1nnc(S(=O)(=O)N(C)Cc2ccc(Cl)cc2)s1	58%[activator]
Cc1ncc2c(n1)C[C@@H]1CC[C@H]2N1C(=O)C1CCCC1	-2%
Cc1cc(NC(=O)c2cc3n(n2)CC(c2ccc(Cl)cc2)OC3)ccc1F (stereo not given)	i
CN1CCC(NC2(Cc3cc(CCO)on3)COC2)CC1	14%[44.1 µM]
Cc1cc(C)c2c(c1)c(C)cc1nnc(SCC(=O)c3ccccc3)n12	24%
(listing goes on)
SMILES	Pf Dd2 inh
COc1ccc(CCN2C(=O)N(c3ccc(F)cc3)C(=O)C2CC(=O)Nc2ccc(F)c(F)c2)cc1 (stereo not given)	i
CCN(CC)CCCNC(=O)c1ccc2c(c1)sc1nc(-c3ccc(C)cc3)cn12	1.3µM*
CNc1ncccc1C(=O)N[C@@H]1COCC[C@@H]1OCc1ccccc1	5%
Cc1ncc2n1C(=O)N(C1CCN(Cc3ccccc3F)CC1)C2	?
O=c1cc(N2CCOCC2)oc2c(NCc3ccc(F)cc3)nccc12	i
CCOc1cccc2sc(NC(=O)CS(=O)(=O)c3ccc(C)cc3)nc12	64%[activator]
COc1ccc(OCc2nc(-c3ccc(OC)c(OC)c3)no2)cc1	i
COc1ccc(/C=C/CN2CCC3(CC2)C(=O)N(Cc2cccnc2)C(=O)N3C)cc1	-27%
COc1ccc(-c2nc3cc(C)ccn3c2NC(=O)c2ccc(C)c(C)c2)cc1	-7%
O=C(c1ccc(F)cc1)N1CCC2(CC1)COc1ccccc1[S+](=O)([O-])N2	i
CCN1CCN(c2c(S(=O)(=O)c3ccc(Cl)cc3)cnc3ccccc23)CC1	?
Cc1cn2nnc(C(=O)NC3CCC(C)CC3)c2c(=O)[nH]1 (stereo not given)	-18%
Cc1cnc(C(=O)N[C@@H]2CCC[C@@H]2C(=O)N(C)C)cn1	9%
Cc1cccc(-n2ccnc2SCC(=O)Nc2ccc(F)cc2F)c1C	3%
